Bioassay records as filed in PubChem.
BRCA1 expr up: qHTS Assay to Identify Small Molecule Activators of BRCA1 Expression; MCF7-BRCA1-FFLuc reporter, luminescence, 48 h; response scale: scaled: vehicle 0%, 10 µM genistein 100%; Potency, µM (series often up to 46.1 µM), inactives show at the top dose activation, usual class: activators; actives 1.1% (n = 380,000); AID 624202, 2012; active = well fitted activation curve with a large enough effect; inconclusive = small, poorly fitted or top-dose-only effect; inactive = no such curve, though single readings can be large or run the other way; note: nearly all actives have a fitted effect of over 80% in size; some results filed as inactive show a strong effect at the top dose
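Using MCF7 cells harboring a BRCA1 firefly luciferase reporter, plated 2 h before compound pinning, the screen measured luminescence after 48 h incubation. Responses were normalized to DMSO and 10 microM genistein, then fitted for concentration-effect.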
* = called active by the depositor; ? = inconclusive. Potency is the fitted concentration of half-maximal effect.

The first four compounds as a preview:
SMILES	BRCA1 expr up
O=C(Nc1cccnc1)C1Cc2c(-c3cccc(F)c3)ccnc2O1 (stereo not drawn)	0%
CN(C)C(=O)c1ccc(SC(=S)NCc2ccccc2)cc1	17%
CCOc1ccc(Oc2ccc(NS(=O)(=O)c3ccc(CCC(=O)O)cc3)cc2)cc1	-7%
CN1OC[C@@H]2CN[C@H](c3ccc(-c4cccc(F)c4)cc3)C[C@@H]21	11µM*

The whole of this part, from the start:
SMILES	BRCA1 expr up
O=C(Nc1cccnc1)C1Cc2c(-c3cccc(F)c3)ccnc2O1 (stereo not drawn)	0%
CN(C)C(=O)c1ccc(SC(=S)NCc2ccccc2)cc1	17%
CCOc1ccc(Oc2ccc(NS(=O)(=O)c3ccc(CCC(=O)O)cc3)cc2)cc1	-7%
CN1OC[C@@H]2CN[C@H](c3ccc(-c4cccc(F)c4)cc3)C[C@@H]21	11µM*
O=C(CNC(=O)N1CC(=O)Nc2ccccc21)NCc1ccc(F)cc1	-9%
CC(C)(C)c1ccc(C(=O)OCC(=O)Nc2cccc(S(=O)(=O)NC3=NCCC3)c2)cc1	-5%
OC[C@@H]1CN(Cc2ccccc2)C[C@H](n2cnc3c(NCc4ccco4)ncnc32)O1	0%
CCCOc1ccc(F)cc1-c1cc(C(=O)NCc2cc(C(F)(F)F)cc(C(F)(F)F)c2)[nH]n1	-24%
Cn1ccc2c(-c3ccc4c(c3)OCCO4)cc3c(c21)C1CCC3O1 (stereo not drawn)	0%
COc1cc(C(=O)OCC(=O)Nc2ccccc2)cc2c1OCCO2	-3%
OC[C@H]1O[C@@H](c2nc(-c3cccc4ccccc34)no2)[C@H](O)[C@@H]1O	-23%
COCCOC(=O)N1CCCCC1c1cc(C(=O)NCc2ccc(Cl)c(Cl)c2)no1 (stereo not drawn)	-30%
CC(=O)Nc1cncc(-c2ccccc2F)n1	0%
O=C(COc1ccccc1C(=O)Nc1ccccc1)Nc1ccc(-c2ccccc2)cc1	38%
CCC(=O)N1Cc2cc(C(=O)Nc3nccs3)nc(-c3cccc(-c4ccccc4OC)c3)c2[C@H]1CCO	0%
CC(C)(C)c1ccc(CC(=O)N2CCC2(C)C(=O)Nc2cnc3ccccc3c2)cc1 (stereo not drawn)	-39%
CCNC(=O)C1(C)CCCN(C(=O)c2cc(-c3ccccc3)cs2)C1 (stereo not drawn)	5%
Nc1ncnc2c1ncn2[C@@H]1O[C@H](C(=O)NS(=O)(=O)c2cccc(F)c2)[C@@H](O)[C@H]1O	19%
COc1cccc(C(O)c2nc(-c3cccc(F)c3)cs2)c1 (stereo not drawn)	-9%
CC(=O)Nc1ccc(CN(C)c2c(C)nc3ccc(C(=O)N4CCN(C(=O)c5ccco5)CC4)cn23)cc1	1%
Cc1cn([C@H]2C[C@H](O)[C@@H](CCC(=O)NCc3ccc4c(c3)OCO4)O2)c(=O)[nH]c1=O	40%
CC1(C(=O)NCc2cccs2)Cc2c(-c3ccccc3)ccnc2O1 (stereo not drawn)	-37%
COc1cc(F)ccc1-c1cc(C(=O)NCc2cc(C(F)(F)F)cc(C(F)(F)F)c2)[nH]n1	4%
Cc1cccc(CNC(=O)c2sc(=O)n(Cc3ccccc3C)c2C)c1	-18%
O=C(OCc1ccccc1)N1CCC2CC1c1cc(-c3cc4ccccc4o3)ccc12 (stereo not drawn)	-17%
CCCCCCN1C[C@H](n2cc(COC(=O)c3ccccc3)nn2)[C@@H](O)C[C@@H]1c1ccc(OC)cc1	-25%
COC(=O)c1ccc(CNC(=O)COC(=O)CNS(=O)(=O)c2ccc(C)cc2)cc1	-20%
COc1ccc(S(=O)(=O)Nc2ccc3c(c2)C(=O)N([C@H](C)CO)C[C@H](C)[C@@H](CN(C)C(=O)Nc2ccc(C(F)(F)F)cc2)OCCCC[C@H](C)O3)cc1	0%
CN(C)c1ccc(/C=C/c2cccc3cc4ccccc4nc23)cc1	-68%
CC1(C(=O)O)CCCN1C(=O)c1cc2ccccc2s1 (stereo not drawn)	4%
CC(=O)c1ccc(OCc2c(-c3ccccc3)nnn2CC(=O)NS(=O)(=O)c2ccc(C)cc2)cc1	14%
O=C(COC(=O)Cc1c[nH]c2ccccc12)Nc1cccc(Br)c1	-10%
COc1ccc(CCNC(=O)c2cc3ccc(Cl)cc3nc2N)cc1	-32%
COc1cccc(S(=O)(=O)N(C)C[C@H]2OCc3cnnn3CCCC(=O)N([C@@H](C)CO)C[C@@H]2C)c1	10%
COc1ccc(C(NC(=O)C2CCN(CCOc3ccccc3)CC2)c2ccccn2)cc1 (stereo not drawn)	48%
CCOC(=O)C1=CCN(S(=O)(=O)c2ccccc2F)C1c1ccc(C)cc1 (stereo not drawn)	2%
O=C(O)CCc1cccc2ccccc12	0%
COc1ccc(NC(=O)C2(C)CCN2CCOc2ccc(C)cc2)cc1OC (stereo not drawn)	-27%
CC(=O)Nc1cc(-c2ccc(C(=O)NC3CC3)cc2)cn2c(-c3cccc(C(F)(F)F)c3)cnc12	-45%
CC(=O)OCc1ccc(C2=CC(=O)CC(C)(C)C2=O)cc1	1%
CCCCN(C(=O)COc1ccc(F)cc1)c1c(N)n(CC(C)C)c(=O)[nH]c1=O	-8%
OCCCNc1ncnc2c1ncn2[C@H]1CN(Cc2ccc(Cl)cc2)C[C@@H](CO)O1	-8%
CCOC(=O)C1(C)CCCCCN1C(=O)c1ccc(C(=O)OC)cc1 (stereo not drawn)	9%
Cc1ccc(-c2nc3ccccn3c2Nc2ccccc2C)o1	-5%
N#CCCN(Cc1cccnc1)CN1C(=O)c2ccccc2C1=O	16%
C[C@@H]1CN([C@H](C)CO)C(=O)c2cc(Br)cnc2O[C@H]1CN(C)C(=O)Cc1ccncc1	6%
COCCCNc1c2c(nc3ccccc13)CCC2	-2%
CCCCN(C)c1c(C)nc2ccc(C(=O)N3CCN(C(C)=O)CC3)cn12	0%
O=C(Nc1nc2ccccc2s1)c1ccc2sc([C@H]3C[C@H](O)[C@@H](CO)O3)nc2c1	?
CN1C(=O)CC2(C)C1=CCc1scnc12 (stereo not drawn)	6%
CCC(=O)N(C)C[C@@H]1Oc2cc(Br)ccc2S(=O)(=O)N([C@@H](C)CO)C[C@@H]1C	-8%
COc1cc(/C=C2/SC(=S)N(CCC(=O)N3CCN(C)CC3)C2=O)cc(OC)c1OC	-11%
CC1(Cc2ccc(F)cc2)C(=O)Nc2ccc(S(=O)(=O)NC3CCCCC3)cc21 (stereo not drawn)	-19%
Cc1ccc(S(=O)(=O)N2CC3(O)CN(C(=O)OC(C)C)N(C(=O)OC(C)C)CC3(OC(=O)NCc3ccccc3F)C2)cc1 (stereo not drawn)	-47%
COc1ccc(NC(=O)C2(C)Cc3c(-c4cccc(C(N)=O)c4)ccnc3O2)cc1 (stereo not drawn)	-48%
CCNC(=O)C1CCCN(C(=O)c2cccc(OC(F)(F)F)c2)CC1 (stereo not drawn)	-4%
O=C(COc1ccc(Cl)cc1Cl)NC1CC1	81%
Cc1sc2ccccc2[n+]1CCCCBr	-23%
Cc1cc(C)cc(Cn2cc(CN3CC(N4CCN(Cc5ccccc5F)CC4)CS3(=O)=O)nn2)c1 (stereo not drawn)	-19%
CCOC(=O)N(C)c1c(CC)nc2c(OCC(=O)C(C)(C)C)cccn12	8%

An excerpt from above in order of formula weight, ascending:
SMILES	BRCA1 expr up
CCNC(=O)C1CCCN(C(=O)c2cccc(OC(F)(F)F)c2)CC1 (stereo not drawn)	-4%
CCCCN(C)c1c(C)nc2ccc(C(=O)N3CCN(C(C)=O)CC3)cn12	0%
COc1ccc(NC(=O)C2(C)Cc3c(-c4cccc(C(N)=O)c4)ccnc3O2)cc1 (stereo not drawn)	-48%
CCC(=O)N(C)C[C@@H]1Oc2cc(Br)ccc2S(=O)(=O)N([C@@H](C)CO)C[C@@H]1C	-8%

Following part.
SMILES	BRCA1 expr up
O=C(Nc1nnc([C@@H]2O[C@H](CO)[C@@H](O)[C@H]2O)s1)Nc1ccccc1C(F)(F)F	18%
O=C1c2ccccc2C(c2nnnn2-c2ccc3c(c2)OCCO3)N1CCCN1CCOCC1 (stereo not drawn)	0%
CC1(C)CCc2cc(S(=O)(=O)N3CCN(c4nc(-c5cccs5)nc5ccccc45)CC3)ccc2O1	14%
CCNC(=O)C1(C)CCCN1C(=O)c1cnc2ccccc2n1 (stereo not drawn)	1%
CCNC(=O)C1CCCN(C(=O)c2ccc(OC(F)F)cc2)CC1 (stereo not drawn)	1%
O=C(COC(=O)c1ccccc1OCCOc1ccccc1)Nc1ccccc1Br	5%
Cc1cccc(S(=O)(=O)NC(=O)C2(C)CCN2C(=O)CCc2ccccc2)c1 (stereo not drawn)	14%
CCCC1NC(=O)c2cccnc2-n2c1nc1ccc(Cl)cc1c2=O (stereo not drawn)	7%
CCc1nc2c(OCc3ccc(C(F)(F)F)cc3)cccn2c1N(C)C(=O)c1ccc(OC)cc1	-42%
CNC[C@H]1Oc2cc(Br)ccc2S(=O)(=O)N([C@H](C)CO)C[C@H]1C	8%
Cc1ccc(-c2cc3nc(NCCc4ccncc4)n(C)c(=O)c3s2)cc1	-5%
CCOC(=O)c1cc(-c2sc(NC(=O)c3ccccc3)nc2C)n(CCO)n1	-20%
CNc1cncc(-c2ccccc2CO)n1	12%
O=C1C=CC(n2cc(F)c(=O)[nH]c2=O)O1 (stereo not drawn)	-40%
COc1cc(OC)cc(C(=O)Nc2cccc(NC(=O)c3cccs3)c2)c1	-30%
CC(=O)N1Cc2cc(C(=O)NCC(F)(F)F)nc(-c3cccc(-c4cc5ccccc5o4)c3)c2[C@@H]1CCO	7%
Cc1ccc(S(=O)(=O)N2CCCC(C(=O)NCCc3ccc(Cl)cc3)C2)cc1 (stereo not drawn)	-22%
C=CCC[C@@H](CCCCC)OC(=O)/C=C/[C@H](O)[C@@H](O)C[C@@H](O)CC=C	-17%
COc1cc([N+](=O)[O-])c2ncccc2c1	-10%
O=C(Nc1ccc(Cl)cc1Cl)c1cnn2c1NC(=C1CC1)C=C2C(F)F	2%
CCc1nc2ccc(C(=O)NCCOc3ccc(OC)cc3)cn2c1N(C)C(=O)Cc1ccccc1	2%
Cc1ccc(S(=O)(=O)N2C[C@H]3C(=O)C[C@@H](c4cccc5ccccc45)N(S(=O)(=O)c4ccc(C)cc4)[C@H]3C[C@H]2c2ccc(Cl)cc2)cc1	0%
Cc1ccc(CSc2nnc(-c3ccc(NC(=O)CCc4ccccc4)cc3)n2C)cc1	24%
C[C@@H]1COc2cc(N3CCC[C@@H]3CO)ccc2S(=O)(=O)N1	0%
CC(N)c1csc(Nc2cc(Oc3ccccc3)ncn2)n1 (stereo not drawn)	-30%
O=C(Nc1ccc2c(c1)OCCO2)C(C1CC1)N1CCC(Cc2ccccc2)CC1 (stereo not drawn)	-8%
Cc1ccc(S(=O)(=O)N2CC3(O)CN(C(=O)OC(C)C)N(C(=O)OC(C)C)CC3(OC(=O)NC3CC3)C2)cc1 (stereo not drawn)	7%
COC(=O)c1c(-c2ccccc2)oc2c1C(OCCO)CCC2 (stereo not drawn)	4%
COCCNC(=O)C1(C)CCCN(CC(=O)c2ccc(OC)cc2)C1 (stereo not drawn)	11%
O[C@H]1CN(Cc2cccs2)[C@@H](c2ccc(Cl)cc2)C[C@@H]1n1cc(C2CC2)nn1	5%
COc1ccc2c(c1)Cc1c-2cc(Br)c(N)c1Br	-36%
CCN(CC)C(=O)C1=C(C)N(Cc2ccc(OC)cc2)C(=O)C(CC(=O)NCc2ccco2)C1 (stereo not drawn)	-13%
CCCc1c(-c2ccccc2Br)ncn1Cc1ccccc1OC	-27%
COc1ccccc1CNc1nc(NCc2cccs2)nc2ccsc12	-34%
CC1(C(=O)NCc2ccc(F)c(F)c2)Cc2c(-c3cccc(C(F)(F)F)c3)ccnc2O1 (stereo not drawn)	-54%
CC(C)CNC(=O)C1(C)CCCCCN1C(=O)c1cccnc1 (stereo not drawn)	0%
NC(Cc1ccccc1)c1csc(Nc2ccc(C(=O)NCCO)cc2)n1 (stereo not drawn)	0%
CCc1nc2c(OCc3ccc(F)cc3)cccn2c1N(C)C(=O)c1ccco1	26%
O=C(NCCN1CCC(n2c(=O)[nH]c3ccccc32)CC1)c1cccnc1	2%
COc1ccc(N2CCN(C(=O)Oc3ccc([N+](=O)[O-])cc3)CC2)cc1	14%
O=C(Nc1nnc([C@H]2C[C@H](O)[C@@H](CO)O2)s1)Nc1ccc(F)cc1F	?
O=C(Nc1cccc2c1[nH]c(=O)c1ccccc12)C(F)(F)F	62%
CC1(C(=O)O)CCN1C(=O)/C=C/c1ccccc1 (stereo not drawn)	8%
Cc1noc(C)c1CSCC(=O)OCC(=O)Nc1ccc(OC(F)(F)F)cc1	-4%
COc1ccc(C(=O)NNC(=O)Cn2nc(C)cc2C)cc1S(=O)(=O)N1CCOCC1	2%
Clc1ccccc1-c1ccc2nccn2c1	31%
COCCNC(=O)C1(C)CCN(C(=O)c2ccc(SC(F)(F)F)cc2)C1 (stereo not drawn)	22%
COc1cccc(Nc2nc(C(N)CC(C)C)cs2)n1 (stereo not drawn)	-26%
CCCCNC(=O)C1(C)CCC(=O)N1CCOc1ccccc1 (stereo not drawn)	5%
Cc1ccc(C(O)c2ncc(-c3ccccc3C(F)(F)F)[nH]2)cc1F (stereo not drawn)	0%

An excerpt of these results, with bars between the fields.
Molecule | BRCA1 expr up
Cc1cc(C)cc(Cn2cc(CN3CC(N4CCN(Cc5ccccc5F)CC4)CS3(=O)=O)nn2)c1 (stereo not drawn) | -19%
CCOC(=O)N(C)c1c(CC)nc2c(OCC(=O)C(C)(C)C)cccn12 | 8%
O=C(Nc1nnc([C@@H]2O[C@H](CO)[C@@H](O)[C@H]2O)s1)Nc1ccccc1C(F)(F)F | 18%
O=C1c2ccccc2C(c2nnnn2-c2ccc3c(c2)OCCO3)N1CCCN1CCOCC1 (stereo not drawn) | 0%
CC1(C)CCc2cc(S(=O)(=O)N3CCN(c4nc(-c5cccs5)nc5ccccc45)CC3)ccc2O1 | 14%
CCNC(=O)C1(C)CCCN1C(=O)c1cnc2ccccc2n1 (stereo not drawn) | 1%
CCNC(=O)C1CCCN(C(=O)c2ccc(OC(F)F)cc2)CC1 (stereo not drawn) | 1%

Some of the compounds tested; rates above refer to the full screens.
